LMPTP block: blocks human LMPTP phosphatase; P24666; recombinant LMPTP-A, OMFP fluorogenic substrate, fluorescence intensity; inhibition, % at 20 µM; 360,000 compounds, 0.22% hits;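 active means compounds that cut the enzyme signal by at least half of the control window in the single-dose screen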;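 further: plate controls were DMSO wells with enzyme plus substrate for no effect and substrate without enzyme for full effect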
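Material: LMPTP-A; amount: 0.625 nM enzyme; doses: single 20 µM dose; times: reaction 50 min, room temperature, dark; technique: fluorescence intensity of OMFP turnover product; benchmarks: no-enzyme and uninhibited controls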
Scp1 inh: Scp-1 (human) phosphatase inhibition; 340,000 compounds, 0.88% hits; Recombinant Scp1, phosphopeptide, malachite green phosphate absorbance; inhibition, % at 20 µM; AID 493091;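 active means inhibition above about 50% at 20 µM, limit read from the data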;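 further: plate controls were DMSO wells with enzyme for no effect and wells lacking enzyme for full effect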
Target sequence (Q9GZU7 76-261 limits assumed): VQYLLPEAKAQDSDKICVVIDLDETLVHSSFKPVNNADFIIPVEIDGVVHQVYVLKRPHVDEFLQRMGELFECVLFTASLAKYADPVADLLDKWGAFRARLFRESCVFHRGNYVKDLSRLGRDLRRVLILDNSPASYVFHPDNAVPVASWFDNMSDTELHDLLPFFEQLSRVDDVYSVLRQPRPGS
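Assay system: SCP-1 catalytic fragment, aa 76-261 | Buffer or medium: Tris acetate buffer pH 5.5 with MgCl2 and Tween-20 | Compound: One concentration, 20 µM, with 1.0% DMSO | Also added: Phospho 17-mer peptide substrate | Signal: Absorbance at 630 nm | Incubation: 45 min enzyme reaction at room temperature | Measure: % inhibition of SCP-1 phosphate liberation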
DNMT1 inh: blocks human DNA methyltransferase DNMT1; 360,000 compounds, 0.83% hits; DNMT1 molecular beacon, Hinp1I cleavage, fluorescence; AID 588458; inhibition (reported as % activation of signal), % at 10 µM; in the data active means inhibition above about 50%
NadD inh: inhibitors of Staphylococcus aureus NadD | purified NadD enzyme, colorimetric absorbance read-out | 360,000 compounds, 0.78% hits | AID 602399 | inhibition, % at 20 µM; in the data active means inhibition above about 26%; further: some compounds past the cut are filed as inactive
SUMO1-SIM PPI: SUMO1-SIM interaction modulation. SUMO1 binding to a labelled peptide, TR-FRET, 1 h. inhibition, % at 20 µM. 360,000 compounds, 0.33% hits; in the data active means inhibition above about 37%
Target sequence (P63165 whole entry, looked up): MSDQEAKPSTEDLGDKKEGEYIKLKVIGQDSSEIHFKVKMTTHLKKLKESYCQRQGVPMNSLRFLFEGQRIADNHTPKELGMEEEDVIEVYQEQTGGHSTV
Tb MetRS inh: blocks T. brucei methionyl-tRNA synthetase activity | purified T. brucei MetRS, ATP depletion, Kinase-Glo luminescence | inhibition, % at 11.9 µM | 360,000 compounds, 0.4% hits | AID 624268;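 active means inhibition above a per-plate cutoff of the control wells' mean inhibition plus 3 SD, cut at about 5.5% in these data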;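 further: 0% = DMSO wells median and 100% = median of wells with control inhibitor compound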
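Material: T. brucei methionyl-tRNA synthetase, purified; reagent: substrates ATP, L-methionine and bulk Escherichia coli tRNA; dosing: 11.9 µM single point; timing: 15 min plus 2 h at 25 °C; detection: luminescence of leftover ATP; evaluation: % inhibition; control set: DMSO-only wells as low control; replicates: singlicate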
Rpn11 inh: blocks the human proteasome subunit Rpn11; O00487; human 26S proteasome, Ub4-pepOG fluorescence polarization; 20S core pre-blocked with epoxomicin; calls only at 20 µM; 360,000 compounds, 0.59% hits;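 active means inhibition at 20 µM, scaled to each plate's controls, above about 33%, limit read from the data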
Target sequence (O00487 whole entry, looked up): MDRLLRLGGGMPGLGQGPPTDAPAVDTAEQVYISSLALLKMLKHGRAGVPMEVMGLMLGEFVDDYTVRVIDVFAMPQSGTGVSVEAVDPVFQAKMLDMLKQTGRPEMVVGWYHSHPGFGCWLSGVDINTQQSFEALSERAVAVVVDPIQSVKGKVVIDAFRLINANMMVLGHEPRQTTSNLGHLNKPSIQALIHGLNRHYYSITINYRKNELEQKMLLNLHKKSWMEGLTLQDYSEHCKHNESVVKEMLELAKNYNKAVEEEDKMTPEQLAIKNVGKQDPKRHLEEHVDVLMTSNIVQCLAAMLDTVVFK
STEP inh: inhibitors of human striatal-enriched phosphatase STEP. 360,000 compounds, 0.25% hits. inhibition, % at 20 µM. recombinant STEP, OMFP fluorogenic substrate, fluorescence;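 active means inhibition at 20 µM, scaled per plate between control wells, above about 37%, limit read from the data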;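 further: 0% = DMSO with enzyme and substrate and 100% = substrate only without enzyme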
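Assay system: isolated STEP enzyme. Buffer or medium: pH 6.0 Bis-Tris with DTT and Tween 20. Also added: fluorogenic phosphatase substrate OMFP at 25 µM final. Dosing: 20 µM, 1% DMSO. Timing: 20 min reaction, room temperature, in the dark. Measured by: fluorescence intensity, excitation 480 nm, emission 540 nm. Evaluation: normalized % inhibition.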
CSN deneddyl inh: inhibitors of human CSN-mediated cullin deneddylation; Q92905; Purified CSN, SCF-Nedd8-OG deneddylation, fluorescence polarization; inhibition, % at 12.5 µM; 360,000 compounds, 0.38% hits;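 active means pattern-corrected inhibition above about 35%, with an unprinted fluorescence ratio check between 0.5 and 1.5, limit read from the data, passing the limit was not always enough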;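 further: 0% = enzyme with substrate and 100% = substrate without enzyme; some results filed as inactive read as strong as hits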
Target sequence (Q92905 whole entry, looked up, one chain of several): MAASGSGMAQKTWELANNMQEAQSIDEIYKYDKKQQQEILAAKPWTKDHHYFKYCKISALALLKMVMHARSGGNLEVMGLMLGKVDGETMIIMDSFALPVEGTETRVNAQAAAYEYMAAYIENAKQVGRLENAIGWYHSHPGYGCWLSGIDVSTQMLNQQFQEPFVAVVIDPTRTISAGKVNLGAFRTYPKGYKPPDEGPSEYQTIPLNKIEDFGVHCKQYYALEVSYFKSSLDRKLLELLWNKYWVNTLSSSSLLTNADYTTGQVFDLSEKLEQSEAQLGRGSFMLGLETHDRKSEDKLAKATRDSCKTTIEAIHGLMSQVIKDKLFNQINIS
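Material: purified human Csn5 enzyme expressed in HEK293T cells / Medium: Tris buffer pH 7.5, NaCl, DTT, Tween-20, trehalose, ovalbumin / Compound dosing: 12.5 µM single point / Schedule: 90 min incubation of compound, enzyme and substrate at room temperature / Signal: fluorescence polarization of the substrate / Control set: no-enzyme wells high, enzyme-with-substrate wells low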
MsrA inhibitor: inhibitors of bovine MsrA. purified bovine MsrA, absorbance read-out. inhibition, % at 15.5 µM. 360,000 compounds, 0.75% hits. AID 651718; in the data active means inhibition above about 4.5%;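 further: 0% = vehicle wells with enzyme and 100% = reference inhibitor wells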
Starred values were filed as active, the others as inactive; i = inactive; / = not tested or not shown; + = active, no number.

SMILES	LMPTP block	Scp1 inh	DNMT1 inh	NadD inh	SUMO1-SIM PPI	Tb MetRS inh	Rpn11 inh	STEP inh	CSN deneddyl inh	MsrA inhibitor
Cc1ccc(NC(=O)CS(=O)CC(=O)NC23CC4CC(CC(C4)C2)C3)cc1 (centres undefined)	4.3	-7.7	-0.4	-6.3	-1.3	0.1	i	-0.7	7.9	-0.5
CN(C(=O)COC(=O)c1cc[n+]([O-])cc1)c1ccccc1	0.4	-1.8	0.2	2.0	-8.8	-0.3	i	1.8	0.6	-0.3
COc1cc(NC(=O)C2CCCN(c3ncccn3)C2)cc(OC)c1 (centres undefined)	-0.3	-5.0	-1.3	-1.8	-1.1	-0.2	i	-2.2	1.4	1.0
O=C(NCCc1ccccc1)C(=S)N1CCCCC1	0.2	-9.1	-3.2	-3.3	2.6	2.0	i	-2.7	1.1	0.1
COc1ccc(NC(=O)N(C)C[C@H]2OCc3cnnn3CCCC(=O)N([C@@H](C)CO)C[C@H]2C)c(OC)c1	-2.8	/	1.9	-2.1	6.3	-0.4	i	3.0	3.6	-0.2
CN(C)CCn1cnc2c1c(=O)n(C)c(=O)n2C	-2.1	-7.8	2.1	2.1	3.1	-0.3	i	1.3	4.9	-0.9
CCC(C)NC(=O)CS(=O)Cc1nc(-c2cccc(OC)c2)oc1C (centres undefined)	0.9	-9.2	-8.7	4.7	4.7	0.5	i	-1.6	0.5	-0.1
CC(=O)c1c(C)[nH]c(C(=O)NCc2ccccc2Cl)c1C	-1.4	-7.0	0.2	-4.1	-4.3	-0.5	i	-3.1	2.8	0.0
Cc1c(Cl)c(=O)oc2cc(OC(C)C)ccc12	-1.5	-10.3	-0.8	-1.7	-6.9	-0.1	i	2.9	3.4	2.5
Cc1ccc(NCc2n[nH]c(=S)n2-c2ccccc2)cc1Cl	-0.8	-7.1	-0.9	-1.5	-1.3	-0.4	i	-5.4	-1.2	-0.4
CCn1nnnc1NC(=O)c1cccc(OC)c1	-2.2	3.6	-2.3	-7.7	2.0	-0.4	i	2.9	-11.5	0.3
CCCCCCCCN1[C@@H](CC(=O)OCC)c2ccc(C(F)(F)F)cc2S1(=O)=O	0.6	-11.2	-1.0	0.9	0.8	-0.3	i	5.2	0.6	0.5
COCc1c(C(=O)OCC(=O)NCCN2C(=O)CSC2=O)oc2ccccc12	-0.2	2.4	1.7	-1.3	-0.9	-1.6	i	-2.7	-17.1	-0.5
Cc1cccc(OCC(=O)NCCCNC(=O)c2ccncc2)c1	-0.7	-7.1	1.9	0.2	9.5	-0.4	i	-1.7	1.5	-0.9
CC(=O)Nc1cccc(NC(=O)CCCC2CCCCC2)c1	1.7	-10.5	1.6	-5.4	6.1	0.0	i	-0.4	1.1	0.0
COC(=O)c1cccc(NC(=O)c2cnn(C)c2)c1	-1.5	-9.8	1.2	-5.6	2.6	0.0	i	0.5	-3.4	0.1
CC(C)Cc1[nH]c(=O)c(C#N)c2c1COC(C)(C)C2	-2.1	2.6	1.3	-2.6	3.8	-0.4	i	0.0	1.2	3.4
O=C(CN1CCN(c2ccccc2F)CC1)NC(=O)NCc1ccco1	2.3	-5.7	23.3	5.9	3.7	-0.6	i	-0.2	6.3	0.1
Nc1nc(SCC(=O)N2N=C3/C(=C/c4ccco4)CCCC3C2c2ccco2)n[nH]1 (centres undefined)	1.4	0.5	16.6	25.1	-0.6	0.1	i	0.4	30.2	2.6
CCOC(=O)N1CCN(C(=O)COC(=O)c2cccc(C)c2[N+](=O)[O-])CC1	0.5	-5.0	-2.5	-2.0	0.5	-0.2	i	-2.2	-2.7	0.9
CN(C(=O)C1CCN(S(=O)(=O)c2cccs2)CC1)C1CCCCC1	-0.4	4.1	5.3	4.3	1.8	-0.4	i	0.4	1.3	-0.6
O=C(c1cc(Br)c(Br)s1)N1CCN(c2ccccn2)CC1	1.8	2.3	-2.8	-7.4	2.6	0.0	i	2.6	5.4	1.0
CN1CCN(C(=O)c2cc3sccc3n2CC(=O)c2ccccc2)CC1	0.8	-12.9	-1.3	-2.6	0.1	-0.6	i	2.4	0.0	1.0
CCn1c(CSc2nc3ccccc3[nH]2)nc2cc(C(=O)O)ccc21	0.4	10.4	4.0	-2.3	5.7	-0.6	i	-11.5	-1.3	0.3
O=C(CCCc1ccccc1)NCCS(=O)(=O)N1CCN(c2ccccc2)CC1	0.0	/	-0.4	3.8	2.7	-0.2	i	0.5	-5.2	0.6
CCCCN1C(=O)C(=O)N(CC(=O)Nc2ccc(OC(F)(F)F)cc2)C1=O	0.3	-18.1	2.5	-2.5	0.5	0.0	i	2.6	-0.1	0.0
COc1ccc(NC(=O)Cc2ccc(Cl)cc2Cl)cn1	-0.7	-4.1	-1.5	-6.7	-0.6	-0.4	i	-0.6	-2.3	1.5
CC(C(=O)O)n1nc2ccccc2n1 (centres undefined)	0.2	10.1	3.0	0.9	3.2	-0.1	i	-2.2	3.7	0.7
CCOC(=O)CSc1nnc(-c2ccccc2)o1	-1.4	-1.9	7.4	-3.1	0.6	0.4	i	11.5	-0.3	-0.3
Cc1cc(C(=O)COC(=O)c2ccc(O)cc2O)c(C)n1C(C)C	1.2	-7.7	-1.4	2.7	-0.2	0.0	i	-0.7	1.0	0.2

Some of the entries so far, with bars between the fields:
SMILES | LMPTP block | Scp1 inh | DNMT1 inh | NadD inh | SUMO1-SIM PPI | Tb MetRS inh | Rpn11 inh | STEP inh | CSN deneddyl inh | MsrA inhibitor
CCCCN1C(=O)C(=O)N(CC(=O)Nc2ccc(OC(F)(F)F)cc2)C1=O | 0.3 | -18.1 | 2.5 | -2.5 | 0.5 | 0.0 | i | 2.6 | -0.1 | 0.0
COc1ccc(NC(=O)Cc2ccc(Cl)cc2Cl)cn1 | -0.7 | -4.1 | -1.5 | -6.7 | -0.6 | -0.4 | i | -0.6 | -2.3 | 1.5

Remaining list, next part.
SMILES	LMPTP block	Scp1 inh	DNMT1 inh	NadD inh	SUMO1-SIM PPI	Tb MetRS inh	Rpn11 inh	STEP inh	CSN deneddyl inh	MsrA inhibitor
COc1ccc(CN2C[C@@H](CO)O[C@@H](n3cnc4c(N(C)C)ncnc43)C2)cc1	-0.9	/	3.0	1.2	5.6	-0.3	i	1.2	-1.6	-1.2
Cc1ccc(-c2csc(NC(=O)C3CSC4(C)CCC(=O)N34)n2)cc1 (centres undefined)	-1.1	-5.8	15.0	-3.9	2.8	-0.3	i	1.9	0.9	-0.2
O=C(CN(Cc1ccco1)S(=O)(=O)c1ccccc1)N/N=C/c1cccc(O)c1	0.0	9.6	-2.7	-0.4	8.6	2.1	i	4.9	1.1	-1.1
Cc1ccc(C)c(OCCn2cc(/C=C(/C#N)C(=O)NCC3CCCO3)c3ccccc32)c1 (centres undefined)	5.1	-8.2	-7.2	-5.5	-4.5	-0.8	+	-3.2	-3.5	0.4
Fc1ccc(C(c2nnnn2Cc2cccs2)N2CCN(C3CCCC3)CC2)cc1 (centres undefined)	-3.3	15.5	2.9	-7.0	2.7	0.0	i	1.8	-1.9	3.1
CCCCNC(=O)CNC(=S)N(CCCN1CCOCC1)Cc1cccs1	0.5	-2.1	-1.0	1.6	-1.2	-1.5	i	-3.1	-0.1	-1.4
O=C(O)c1cc(-c2ccccc2)nc2ccccc12	15.5	10.3	4.2	0.7	6.9	0.0	i	-1.1	-2.0	-0.6
O=C(COc1ccc(Br)cc1)Nc1ccccc1N1CCCC1	1.5	0.3	0.5	2.5	2.8	-0.6	i	0.9	2.9	-1.3
CCOc1ccc(C(=O)Nc2ccccc2NC(C)=O)cc1OCC	-0.2	-4.5	0.6	6.6	1.5	-0.8	i	1.3	-7.2	1.1
COc1ccc(OC)c(/C=C2\S/C(=N/NC(=O)c3ccc4ccccc4c3)NC2=O)c1	7.3	-2.6	0.4	70.1*	20.9	-0.2	/	1.8	51.1*	-0.5
Cn1nc(C(=O)NCc2ccccc2)c2c1-c1ccccc1S(=O)(=O)C2	-0.3	-4.7	1.2	-4.1	5.4	-0.6	i	0.5	2.9	-0.3
CCN(C(C)=O)c1nnc(CSc2nc3ccccc3s2)s1	-1.0	-7.8	-3.2	-1.4	-0.2	0.8	i	-2.2	3.9	-0.1
CC(C)C(NC(=O)c1ccccc1Br)c1ccccc1 (centres undefined)	-0.4	-9.1	0.2	-5.0	3.7	-1.2	i	-1.3	-1.1	-0.5
CCN(CC)CCN(C(=O)CCS(=O)(=O)c1ccccc1)c1nc2cc3c(cc2s1)OCO3	0.3	-4.0	39.0	-6.8	6.7	-0.2	i	0.6	6.2	0.7
Cc1ccc(C(=O)N2CCCC(N3CCN(c4ccccc4C)CC3)C2)c(=O)[nH]1 (centres undefined)	-0.8	-13.3	1.6	-0.2	-1.3	-0.1	i	-1.6	-0.1	2.1
CC(=O)Nc1ccc(SCC(=O)Nc2cc(C(C)(C)C)nn2-c2ccccc2)cc1	-1.3	-4.0	-1.5	5.2	-1.7	-0.6	i	-0.5	4.1	1.1
CCn1c(Oc2ccccc2)nc2c1c(=O)n(C)c(=O)n2C	-1.3	-5.2	-3.2	-0.4	1.8	0.2	i	-0.6	-2.7	-0.1
O=C(NCCCN1CCCCC1)c1ccc2c(c1)NC(=O)c1ccccc1S2	-2.4	-2.4	0.9	-10.3	-8.4	0.3	i	-1.6	-2.6	0.3
Cc1cc(C)n2cc(-c3ccc(Cl)cc3)c(C(=O)O)c2n1	0.2	8.9	1.0	-1.4	-5.3	0.2	i	1.5	1.0	-0.8
Cc1oc(-c2ccccc2Cl)nc1CS(=O)(=O)CC(=O)N1CCOCC1	-0.1	-3.9	3.5	1.0	-1.2	0.1	i	-1.6	-6.9	-0.4
COc1cccc(C(=O)NCC(=O)N2CCC3(CC2)NCCc2[nH]cnc23)c1OC	-2.5	-1.4	-4.0	-2.5	-1.9	-0.4	i	12.9	-2.9	-0.2
COc1cccc(CNC(=O)Cn2cccc2C(=O)c2ccccc2C)c1	0.8	-8.6	-2.0	-7.6	-1.2	0.3	i	1.0	-4.9	0.5
O=c1c(C(c2c(O)nc3n(c2=O)CCS3)c2cccc3ccccc23)c(O)nc2n1CCS2	1.5	8.1	13.6	10.5	27.6	-0.1	i	0.5	3.7	-1.1

An excerpt from above, reduced to CSN deneddyl inh and DNMT1 inh:
Compound	CSN deneddyl inh	DNMT1 inh
Fc1ccc(C(c2nnnn2Cc2cccs2)N2CCN(C3CCCC3)CC2)cc1 (centres undefined)	-1.9	2.9
CCCCNC(=O)CNC(=S)N(CCCN1CCOCC1)Cc1cccs1	-0.1	-1.0
O=C(O)c1cc(-c2ccccc2)nc2ccccc12	-2.0	4.2
O=C(COc1ccc(Br)cc1)Nc1ccccc1N1CCCC1	2.9	0.5
